T cell HTS: T cell immune modulation candidate. 2C CD8+ T cell-vesicle binding, flow cytometry; active compounds read low. calls only at 7 µM. 0.068% of 330,000 active;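 active = response, share of CD8 T cells binding vesicles, and their 90th percentile fluorescence all below set limits, cut at about 80% in these data, passing the limit was not always enough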
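Material: 2C TCR transgenic mouse naive CD8+ T cells, MACS-purified. Also added: QL9-charged Drosophila Ld/ICAM-1/B7-1 vesicles. Timing: binding 1.5 h at 37 °C. Measured by: high-throughput flow cytometry with anti-B7-1 and anti-CD8 staining. Read-out: percent CD8+ FL2 mean versus row control. Controls: Unloaded micro-vesicles (low), QL9 vesicles with 0.7% DMSO (high).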
KOR beta-arrestin-1: kappa opioid receptor activators – cell-based, luminescence, uHTS, primary screen (AID 1777). KOR beta-arrestin recruitment, luminescence; higher % means a stronger effect. activation, % at 10 µM, or EC50 in µM where a hit was titrated. 0.02% of 280,000 active; in the data active = activation above about 50%, passing the limit was not always enough; note: a part of the inactive calls stands beside numbers as strong as those of hits
NOD1 inhibition: inhibition of NOD1-driven NF-kB reporter – cell-based, luminescence, uHTS, primary screen (AID 1578); NOD1-driven NF-kB luciferase reporter cells, luminescence; higher % means a stronger effect; one-dose inhibition, % at 4 µM; EC50 in µM for titrated hits; 1% of 290,000 active; in the data active = inhibition mostly above about 36%, no sharp cut-off; inactive = mostly below about 34%;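 note: HEK-293T reporter cells stimulated with the NOD1 agonist gamma-tri-DAP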
GPR55 activation: GPR55 agonists via beta-arrestin recruitment, primary screen, imaging, U2OS cells, beta-arrestin-GFP redistribution (AID 1961). U2OS GPR55 beta-arrestin-GFP redistribution imaging; higher % means a stronger effect. activation, % at 10 µM, or EC50 in µM where a hit was titrated. 0.048% of 290,000 active;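 active = activation above 40% with more than 50 cells counted in the well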;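 note: U2OS osteosarcoma cells stably expressing GPR55 and beta-arrestin-GFP; plate controls were DMSO negative control for no effect and LPI positive control for full effect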
KOR beta-arrestin-2: KOR antagonists, beta-arrestin recruitment, cell-based, luminescence, uHTS (AID 1778) | KOR beta-arrestin recruitment, luminescence, antagonist mode; higher % means a stronger effect | inhibition, % at 10 µM, or IC50 in µM where a hit was titrated | 0.091% of 290,000 active; note: strong numbers were not always called active
GPR55 LPI antagonism: inhibition of LPI-stimulated GPR55 beta-arrestin translocation – imaging, U2OS, beta-arrestin-GFP, LPI agonist, primary screen (AID 2013); U2OS GPR55 beta-arrestin-GFP translocation imaging, LPI antagonism; higher % means a stronger effect; inhibition, % at 10 µM; hits with a dose series show IC50 in µM; 0.13% of 290,000 active;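 active = spots per cell inhibited over 60%, with over 100 cells counted and total cytoplasm intensity under 500,000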;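 note: U2OS cells stably carrying GPR55 and arrestin-GFP stimulated by 5 µM LPI near EC80; imaged beta-arrestin-GFP aggregate spots per cell after agonist stimulation; plate controls were LPI-stimulated DMSO wells for no effect and DMSO wells without LPI for full effect; some results filed as inactive read as strong as hits; confirmed hits need IC50 under 10 µM and bright autofluorescent wells are also inconclusive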
NOD2 inhibition: NOD2 signaling inhibitors, cell-based, luminescence, uHTS, HEK293 (AID 1566); HEK293 NOD2/NF-kB luciferase reporter, luminescence; higher % means a stronger effect; inhibition, % at 4 µM, or EC50 in µM where a hit was titrated; 0.63% of 290,000 active; note: many of its hits are not listed in these tables
NTR1 agonist: NTR1-driven beta-arrestin-GFP spot formation – imaging, U2OS cells, high content, primary screen (AID 493036); agonist mode; activation, % at 20 µM; 0.17% of 330,000 active;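 active = activation at or above 40% of the spot to cytoplasm intensity ratio, with at least 20 cells analyzed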;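 note: 0% = DMSO without peptide and 100% = 100 nM NTR1 peptide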
Target sequence (P30989 whole entry, looked up): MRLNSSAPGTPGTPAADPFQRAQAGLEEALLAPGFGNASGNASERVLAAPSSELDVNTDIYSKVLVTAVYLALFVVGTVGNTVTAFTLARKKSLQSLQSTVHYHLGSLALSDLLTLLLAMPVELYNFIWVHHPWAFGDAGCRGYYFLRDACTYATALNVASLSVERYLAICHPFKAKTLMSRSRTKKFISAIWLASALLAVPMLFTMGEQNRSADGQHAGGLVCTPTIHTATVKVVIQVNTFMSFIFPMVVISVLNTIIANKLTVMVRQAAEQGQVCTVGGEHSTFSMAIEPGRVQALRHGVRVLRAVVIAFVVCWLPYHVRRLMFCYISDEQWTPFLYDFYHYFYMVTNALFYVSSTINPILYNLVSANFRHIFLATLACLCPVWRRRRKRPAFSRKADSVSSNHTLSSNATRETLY
Myeloid diff MLP: compounds promoting myeloid differentiation | ER-HoxA9 myeloid progenitors, lysozyme-GFP differentiation, flow cytometry | calls only at 10 µM | AID 624256 | 1% of 360,000 active;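 active = normalized GFP-positive differentiation at or above the plate's own cutoff, the solvent-only control mean plus 3 SD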;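 note: cells exposed to compound for four days before flow analysis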
T cell HTS vesicle-bound %: recorded beside T cell HTS, whose call it bears; double positive events, %; measured here: CD8+ vesicle-bound cell fraction;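 binding gate set so that unloaded-vesicle control wells show 10% double positive cells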
NTR1 agonist cell count 20 µM: also measured in NTR1 agonist; calls as there; cell count; measured here: cell count, cytotoxicity flag
Myeloid diff MLP GFP+ MAC1+ %: also measured in Myeloid diff MLP; calls as there; GFP+ MAC1+ double positive, %; measured here: differentiation confirmed by MAC1 staining
* = called active by the depositor; i = inactive; nt = not tested or not shown; [ ] = remark or other dose. Cut-off read from the data, not from the text of the source, unless noted: active = inhibition above about 50%; inactive = the rest. A portion of the library, so the mix of outcomes need not match the whole.

SMILES | T cell HTS | T cell HTS vesicle-bound % | KOR beta-arrestin-1 | NOD1 inhibition | GPR55 activation | KOR beta-arrestin-2 | GPR55 LPI antagonism | NOD2 inhibition | NTR1 agonist | NTR1 agonist cell count 20 µM | Myeloid diff MLP | Myeloid diff MLP GFP+ MAC1+ %
COC(=O)Cc1c(C)nc2nc[nH]n2c1=O | i | 36 | -0.2% | 22% | 0.2% | -39% | -5% | 2% | -0.5 | 87 | i | 1.1
COc1nc(N(C)S(=O)(=O)c2ccc(C)cc2)nc(C)c1Br | i | 16 | 1.4% | 11% | -0.2% | -23%[20 µM] | 8% | 38% | 4.7 | 54 | i | 0.8
COc1cccc(N=C(N)N)c1 | i | 55 | -5.0% | -17% | 0.0% | -1% | -2% | 12% | 0.4 | 83 | i | 0.1
CN(C)C=Nc1nc2ccccc2nc1N1CCCC1 | i | 16 | 3.9% | -30% | -0.2% | -3% | -9% | -2% | 1.2 | 40 | i | 0.5
O=C(NC1CCCCC1)C(c1cccnc1)N(C(=O)c1csnn1)c1ccccc1 (configuration not stated) | i | 22 | -2.2% | -30% | -0.2% | -8% | 1% | -3% | 0.3 | 65 | i | 1.8
CC(C)c1ccc(S(=O)(=O)Nc2ccc(O)c(Sc3ncn[nH]3)c2)cc1 | i | 5 | -1.9% | 19% | -0.1% | -13% | -18% | 30% | 3.5 | 54 | i | 1.2
CCNC(=S)NN=C1c2ccccc2-c2ccccc21 | i | 11 | 1.5% | 20% | 0.1% | -28% | 0% | -3% | 6.7 | 58 | i | 0.8
CCOC(=O)c1ccc(NC(=O)Nc2ncc(Cl)cc2Cl)cc1 | i | 62 | 5.4% | -3% | -1.9% | 13% | -4% | -3% | -0.2 | 83 | nt | nt
CCc1cccc(N=c2c([N+](=O)[O-])nn(-c3ccc4c(c3)OCCO4)n2O)c1 | i | 42 | -4.4% | -36% | -0.5% | 7% | 9% | -2% | 7.4 | 80 | i | 0.2
CCOC(=O)C(CCCOc1cccc(OC)c1)C(=O)OCC | nt | nt | -7.0% | 5% | -0.3% | 3% | 8% | 21% | 2.0 | 53 | i | 1.2
COc1cc(/C=C/C(=O)Nc2ccc(C(C)=O)cc2)cc(OC)c1OC | i | 52 | 0.7% | -21% | -0.2% | 21% | -5% | 16% | 1.0 | 70 | i | 0.4
Cc1cccc(NC(=O)C[n+]2ccc(N(C)C)cc2)c1 | i | 9 | -2.6% | 6% | 1.0% | 7% | 12% | 18% | 0.4 | 48 | i | 0.4
COc1nc(Oc2ccc(C(=O)OCC(N)=O)cc2)nc(N(C)C)n1 | i | 20 | 2.0% | -16% | 0.0% | -15% | -2% | 0% | 0.4 | 69 | i | 1.3
COn1c(=O)c(-c2ccc(Cl)cc2)[n+]([O-])c2ccccc21 | i | 36 | -3.7% | nt | -0.1% | 17% | 3% | 15% | 0.4 | 69 | i | 0.0
Cc1cc(C)cc(-n2nnc(C(=O)NCc3ccccc3Cl)c2N)c1 | i | 8 | -1.3% | 19% | -0.3% | 12% | 18% | 16% | -0.8 | 67 | i | 1.7
COc1ccc(S(=O)(=O)N/N=C\c2ccc([N+](=O)[O-])o2)c(OC)c1 | i | 9 | -4.6% | -17% | -0.2% | 6% | 3% | 52%* | -0.6 | 68 | i | 0.5
Cc1nnc(SCC(=O)NCC(=O)Nc2ccc(F)c(F)c2F)n1Cc1ccccc1 | i | 22 | -1.9% | -19% | -0.4% | -10% | 6% | 7% | -2.4 | 75 | i | 1.4
COc1ccc(NC(=S)N2CCC(c3ccc(C)cc3)C2)cc1 (configuration not stated) | i | 8 | -1.7% | -12% | -0.2% | -15% | 4% | -18% | 0.8 | 50 | i | 0.6
CCCC/C(O)=N\S(=O)(=O)c1ccc(N=NN(C)C)cc1 | i | 14 | 0.6% | -31% | -0.3% | -16% | -4% | 13% | 1.5 | 66 | i | 1.4
CCCN(Cc1ccccc1)S(=O)(=O)c1ccc(N2C(=O)CCC2=O)cc1 | i | 38 | 3.0% | -7% | -0.3% | 18% | -2% | -5% | 0.9 | 51 | i | 1.0

Next section, starting with the last 6 of the part before.
SMILES | T cell HTS | T cell HTS vesicle-bound % | KOR beta-arrestin-1 | NOD1 inhibition | GPR55 activation | KOR beta-arrestin-2 | GPR55 LPI antagonism | NOD2 inhibition | NTR1 agonist | NTR1 agonist cell count 20 µM | Myeloid diff MLP | Myeloid diff MLP GFP+ MAC1+ %
Cc1cc(C)cc(-n2nnc(C(=O)NCc3ccccc3Cl)c2N)c1 | i | 8 | -1.3% | 19% | -0.3% | 12% | 18% | 16% | -0.8 | 67 | i | 1.7
COc1ccc(S(=O)(=O)N/N=C\c2ccc([N+](=O)[O-])o2)c(OC)c1 | i | 9 | -4.6% | -17% | -0.2% | 6% | 3% | 52%* | -0.6 | 68 | i | 0.5
Cc1nnc(SCC(=O)NCC(=O)Nc2ccc(F)c(F)c2F)n1Cc1ccccc1 | i | 22 | -1.9% | -19% | -0.4% | -10% | 6% | 7% | -2.4 | 75 | i | 1.4
COc1ccc(NC(=S)N2CCC(c3ccc(C)cc3)C2)cc1 (configuration not stated) | i | 8 | -1.7% | -12% | -0.2% | -15% | 4% | -18% | 0.8 | 50 | i | 0.6
CCCC/C(O)=N\S(=O)(=O)c1ccc(N=NN(C)C)cc1 | i | 14 | 0.6% | -31% | -0.3% | -16% | -4% | 13% | 1.5 | 66 | i | 1.4
CCCN(Cc1ccccc1)S(=O)(=O)c1ccc(N2C(=O)CCC2=O)cc1 | i | 38 | 3.0% | -7% | -0.3% | 18% | -2% | -5% | 0.9 | 51 | i | 1.0
Cc1occc1C(=O)Nc1cc(C(C)(C)C)on1 | i | 18 | -1.0% | nt | -0.1% | 0% | 5% | -86% | 0.9 | 77 | i | 3.0
COc1ccc(/C=C/CN2CCCC(C(=O)c3cc(F)ccc3F)C2)cc1 (configuration not stated) | i | 33 | -0.9% | -21% | -0.3% | -27% | 8% | 5% | 0.3 | 84 | i | 0.5
CCOC(=O)c1sc2nc(CC(=O)OC)nc(NCc3ccc(Cl)cc3)c2c1C | i | 33 | -8.0% | 0% | 0.2% | 21% | 10% | 26% | 12 | 44 | i | 10
COc1ccc(-n2nc(C(=O)NCC(=O)N3CCN(c4ccccn4)CC3)c3ccccc3c2=O)cc1 | i | 35 | 6.0% | 3% | -0.1% | -24% | 5% | -28% | 3.5 | 62 | i | 1.3
Cc1ccc(-n2c(SCC(N)=O)nnc2-c2ccccn2)cc1C | i | 32 | 9.3% | 19% | 0.0% | 13% | 15% | -22% | -1.6 | 59 | i | 2.9
Cc1ccc(S(=O)(=O)N2CCCC2C(=O)Nc2ccc(O)cc2)cc1 (configuration not stated) | nt | nt | -0.9% | -14% | -0.1% | 5% | 10% | 8% | 1.3 | 49 | i | 1.3
Cc1cc(C)c2nc(N3CCC(C(=O)N4CCN(c5ncccn5)CC4)CC3)sc2c1 | i | 8 | 10% | 5% | -0.1% | -70% | -5% | 10% | 4.1 | 42 | i | 2.2
CCC(C(=O)NCCc1ccc(OC)cc1OC)n1nc(C)n2c(cc3occc32)c1=O (configuration not stated) | i | 8 | 6.5% | -23% | -0.1% | -4% | -10% | 13% | 2.8 | 50 | i | 0.4
COc1ccccc1C(=O)Nc1cc2cc(Br)ccc2oc1=O | i | 50 | -3.1% | -23% | 0.0% | -9% | 18% | 11% | -1.0 | 83 | i | 0.6
O=C(NC1CCCC1)C(c1ccc(F)cc1)N(Cc1ccc(F)cc1)C(=O)CCl (configuration not stated) | i | 55 | -6.1% | 61% | -0.3% | -6% | 15% | 15% | -0.7 | 46 | i | 0.6
Cc1ccccc1NC(=O)COC(=O)CN1C(=O)NC(C)(C)C1=O | i | 36 | 1.9% | 14% | 0.3% | -32% | -1% | 1% | 0.2 | 61 | i | 0.5
Oc1ccc(F)cc1-c1cc(-c2ccc3c(c2)OCCO3)n[nH]1 | i | 52 | -3.9% | -62% | -0.1% | -21% | 18% | -192% | 10 | 39 | i | 0.8
CC(C)C(=O)N1CCN(c2ccccc2NC(=O)c2cccc3ccccc23)CC1 | i | 45 | 1.1% | -3% | -0.1% | 10%[20 µM] | -3% | 10% | -0.4 | 56 | i | 0.1
CCN(CC#CCC1(O)c2ccccc2-c2ccccc21)CCO | i | 31 | 6.4% | 1% | -0.3% | -44% | 3% | 1% | -0.4 | 63 | i | 3.4
O=C(O)C1=NN(c2ccccc2)C(=O)C1 | i | 22 | 6.7% | -6% | -0.1% | 14% | 5% | 7% | 1.7 | 55 | i | 1.0
O=C(O)c1ccc(Cl)c(S(=O)(=O)Nc2ccccc2Cc2ccccc2)c1 | i | 11 | 0.2% | -25% | -0.3% | -13% | -2% | 9% | 1.3 | 48 | i | 3.3
COC(=O)CCC(=O)NC(=S)Nc1c(C)cccc1C | i | 33 | -0.5% | -9% | 0.3% | -7% | -1% | 6% | 2.2 | 71 | i | 0.3
Cc1ccc2sc(N(CCN(C)C)C(=O)/C=C/c3cccs3)nc2c1C | i | 37 | 2.8% | -22% | 0.3% | -2% | 24% | 9% | 9.6 | 74 | i | 6.9
Cc1ccccc1-n1nc(C)c(N=O)c1N | i | 23 | -0.9% | -36% | -0.3% | -19% | -10% | 6% | 0.1 | 41 | i | 0.4
O=C(CSc1ncnc2c1oc1ccccc12)Nc1nc2ccccc2s1 | i | 18 | 29% | -33% | -0.3% | -33% | -4% | 11% | -1.4 | 47 | i | 1.9
CCCCOc1ccc(C(=O)Oc2cc(C)[nH]c(=O)c2[N+](=O)[O-])cc1 | i | 12 | -0.7% | 5% | -0.2% | -2% | -2% | 5% | 0.9 | 84 | i | 0.3
FC(F)(F)COc1ccc(-n2ccnc2)nn1 | i | 37 | -0.8% | -18% | 0.1% | 0% | -4% | 4% | 0.7 | 117 | i | 1.7
Cc1cc(C(=O)NCC(c2cccs2)N2CCOCC2)ccc1[N+](=O)[O-] (configuration not stated) | i | 7 | -0.1% | 1% | -0.1% | 22% | 1% | 12% | -0.2 | 63 | i | 1.5
Cc1c(C(=O)O)sc2nc(SCC(=O)Nc3ccc(S(=O)(=O)NC(C)(C)C)cc3)[nH]c(=O)c12 | i | 38 | 2.9% | -8% | 0.1% | -45% | -4% | 3% | 0.8 | 58 | i | 0.1
